Screens as filed in PubChem.
HT1080 IDH1KD tx – toxicity to HT-1080 IDH1 knockdown cells (counter line); HT-1080 IDH1 knockdown viability, ATP luminescence, 48 h; Potency, µM (top dose mostly 46.1 µM), without a hit: top-dose activity, negative = toxicity, actives largely listed as cytotoxic; 2% of 360,000 active; AID 686971;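 also: potency is read from the fitted curve at half-maximal effect; 0% = DMSO wells and -100% = cell-free medium wells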
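Knockdown cells (IDH1KD HT-1080) received compounds 2 h after plating at 750 cells/well and were kept 48 h at 37 °C in 5% FBS RPMI. A CellTiter-Glo luminescence read gave % activity for curve fitting.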
ATXN2 expr inh – ATXN2 expression inhibition | HEK-293 ATXN2-luciferase reporter, luminescence, 24 h | Potency, µM (series often up to 57 µM), for inactives: at the top dose activity change, negative = inhibition, actives largely listed as inhibitors | 0.72% of 360,000 active; also: potency is read from the fitted curve at half-maximal effect; % is scaled to controls: 0 for no effect and ±100 for the full control effect; nearly all actives have a fitted effect of over 55% in size
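ATXN2-luciferase reporter cells (luciferase flanked by upstream and downstream ATXN2 gene portions) were treated 24 h at 37 °C with compounds at up to 57 uM. SteadyGlo luminescence gave expression; GF-AFC fluorescence gave viability.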
HT1080NT lethal – kills 2HG-producing HT-1080-NT fibrosarcoma cells; HT-1080-NT fibrosarcoma viability, CellTiter-Glo ATP luminescence, 48 h; Potency, µM (top dose mostly 46.1 µM), inactives show at the top dose activity, negative = less viability, usual class: cytotoxic; 1.6% of 360,000 active;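 also: NT is the 2HG producing partner of a matched IDH1 knockdown line; potency is read from the fitted curve at half-maximal effect; 0% = DMSO-treated cells and -100% = media-only wells without cells; nearly all actives have a fitted effect of over 55% in size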
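Fibrosarcoma NT cells, 750 per well in 5% FBS RPMI, were exposed to compound for 48 hours. Viability: CellTiter-Glo luminescence.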
KB-3-1 cytotox – kills parental KB-3-1 adenocarcinoma cells | AID 1347075 | Potency, µM (doses to about 46.1 µM), for the others: at the top dose activity change, negative = cytotoxic, actives largely listed as cytotoxic | 1.4% of 400,000 active | KB-3-1 viability, CellTiter-Glo ATP luminescence, 72 h; also: potency is read from the fitted curve at half-maximal effect; % is scaled to controls: 0 for no effect and ±100 for the full control effect; nearly all actives have a fitted effect of over 60% in size
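Cytotoxicity measured as CellTiter-Glo luminescence after 72 h at 37 C. Compound titrations were pinned onto drug-naive KB-3-1 parental adenocarcinoma cells grown in DMEM with 10% FBS, and normalized data fitted to concentration-response curves.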
IL-1B inflam inh – inhibitors of inflammasome signaling (IL-1 beta secretion) | 4.7% of 360,000 active | THP-1 LPS/ATP IL-1B secretion, AlphaLISA, 16 h; hits give low values | activity change, % at 57.5 µM | AID 743279; in the data active = activity change below about -50%; inconclusive = mostly about -30% to -49%; also: % is scaled to controls: 0 for no effect and ±100 for the full control effect
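Secreted IL-1B measured by AlphaLISA bead assay after 16 h compound exposure of THP-1 cells; compounds (final up to 57.5 uM) added 1 h before LPS (250 ng/mL) and ATP (1.25 mM) stimulation; lower signal means less secretion.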
MCF10A rereplic – DNA re-replication induction in MCF 10a cells; MCF 10A DNA re-replication, Hoechst nuclear intensity, 48 h; Potency, µM (doses to about 46.1 µM), inactives show top-dose activity, positive = re-replication, hits mostly activators; 2.9% of 350,000 active; also: potency is read from the fitted curve at half-maximal effect; % of control where 0% means no effect; nearly all actives have a fitted effect of over 50% in size
WRN inhibitor – inhibitors of human WRN helicase. Q14191. WRN helicase unwinding, fluorescent forked duplex, kinetic. Potency, µM (series often up to 114 µM), for inactives: at the highest dose activity change, negative = inhibition, most hits filed as inhibitors. 0.46% of 360,000 active. AID 651768; also: potency is read from the fitted curve at half-maximal effect; % is scaled to controls: 0 for no effect and ±100 for the full control effect; nearly all actives have a fitted effect of over 55% in size
Target sequence (Q14191 whole entry, looked up): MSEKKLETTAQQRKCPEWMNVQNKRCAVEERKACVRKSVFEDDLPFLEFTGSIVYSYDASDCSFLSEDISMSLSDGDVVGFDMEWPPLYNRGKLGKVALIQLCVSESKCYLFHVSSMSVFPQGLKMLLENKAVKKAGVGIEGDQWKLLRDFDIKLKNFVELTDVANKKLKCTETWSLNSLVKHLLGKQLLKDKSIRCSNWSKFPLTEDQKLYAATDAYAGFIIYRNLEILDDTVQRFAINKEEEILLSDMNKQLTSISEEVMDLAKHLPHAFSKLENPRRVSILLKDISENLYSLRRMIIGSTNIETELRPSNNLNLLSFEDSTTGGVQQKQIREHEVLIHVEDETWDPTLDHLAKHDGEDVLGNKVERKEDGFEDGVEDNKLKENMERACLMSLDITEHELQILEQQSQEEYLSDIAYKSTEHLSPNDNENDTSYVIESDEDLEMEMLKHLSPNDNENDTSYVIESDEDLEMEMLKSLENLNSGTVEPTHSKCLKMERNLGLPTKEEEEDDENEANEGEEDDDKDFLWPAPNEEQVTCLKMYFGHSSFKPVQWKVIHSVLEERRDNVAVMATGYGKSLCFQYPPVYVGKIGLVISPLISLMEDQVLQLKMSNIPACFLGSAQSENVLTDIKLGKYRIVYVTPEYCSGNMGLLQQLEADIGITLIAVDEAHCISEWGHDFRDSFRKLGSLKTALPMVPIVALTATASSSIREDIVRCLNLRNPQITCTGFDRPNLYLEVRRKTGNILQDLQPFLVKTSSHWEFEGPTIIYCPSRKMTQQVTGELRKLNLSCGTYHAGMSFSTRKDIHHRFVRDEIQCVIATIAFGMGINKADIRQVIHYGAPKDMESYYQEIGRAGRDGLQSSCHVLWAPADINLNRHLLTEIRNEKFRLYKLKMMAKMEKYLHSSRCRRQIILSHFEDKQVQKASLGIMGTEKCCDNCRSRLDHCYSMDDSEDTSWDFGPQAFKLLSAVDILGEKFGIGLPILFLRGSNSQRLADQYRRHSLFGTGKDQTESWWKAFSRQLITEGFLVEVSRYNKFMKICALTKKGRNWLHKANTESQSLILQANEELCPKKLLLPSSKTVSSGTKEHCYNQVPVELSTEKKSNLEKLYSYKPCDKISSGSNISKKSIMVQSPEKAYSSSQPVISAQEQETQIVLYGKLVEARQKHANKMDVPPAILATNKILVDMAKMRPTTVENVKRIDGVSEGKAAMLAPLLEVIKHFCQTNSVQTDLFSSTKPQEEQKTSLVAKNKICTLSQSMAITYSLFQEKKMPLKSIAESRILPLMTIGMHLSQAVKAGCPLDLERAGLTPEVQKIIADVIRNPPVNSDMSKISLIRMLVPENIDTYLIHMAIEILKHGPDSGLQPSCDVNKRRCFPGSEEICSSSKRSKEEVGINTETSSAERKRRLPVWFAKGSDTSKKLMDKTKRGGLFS
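Screening of the MLSMR collection measured strand separation of a quenched forked DNA duplex (100 nM) by 20 nM WRN with 2 mM ATP, all final. Compounds were preincubated with enzyme 15 min at room temperature.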
KB-V1 cytotox – kills drug-selected multidrug resistant KB-V1 cells; KB-V1 MDR cells viability, CellTiter-Glo, 72 h; Potency, µM (doses to about 46.1 µM), without a hit: at the highest dose activity change, negative = cytotoxicity, usual class: cytotoxic; 3.4% of 400,000 active; AID 1347076; also: potency is read from the fitted curve at half-maximal effect; % is scaled to controls: 0 for no effect and ±100 for the full control effect; nearly all actives have a fitted effect of over 60% in size
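qHTS viability screen in drug-selected KB-V1 MDR cells: 72 h compound treatment at 37 degrees C, ATP luminescence end point.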
SW480 rerep – induces DNA re-replication in SW480 colon adenocarcinoma cells; SW480 DNA re-replication, Hoechst DNA content imaging, 48 h; Potency, µM (highest dose often 46.1 µM), without a hit: top-dose re-replication activation, hits mostly activators; 1.8% of 340,000 active; AID 624297; also: potency is read from the fitted curve at half-maximal effect; % of control where 0% means no effect; nearly all actives have a fitted effect of over 55% in size
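DNA re-replication was detected as more nuclei of elevated Hoechst intensity after 48 hr exposure to compound (23 nL pinned per well of 250 cells).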
* = called active by the depositor; u = inconclusive; x = no result given; [ ] = dose if it differs, or a comment. Unless noted, calls follow the shape of the dose curve; as a rule, active = well fitted curve in the direction sought with a large enough effect; inconclusive = small, poorly fitted or top-dose-only effect, or another doubt; inactive = no such curve, though single readings can be large; an effect the other way counts as inactive or inconclusive.

smiles	HT1080 IDH1KD tx	ATXN2 expr inh	HT1080NT lethal	KB-3-1 cytotox	IL-1B inflam inh	MCF10A rereplic	WRN inhibitor	KB-V1 cytotox	SW480 rerep
Nc1nc2ccc(Cl)cc2cc1C(=O)NCCc1c[nH]c2ccccc12	u	u	u	9.2µM*	-14	x	1%	0%	x
CCc1nnc(N2C(=N)SCC2=O)s1	12%	2%	21%	1%	10	-45%	-14%	3%	2%
O=C(Cc1ccccc1)NCC(=O)N1CCc2ccccc2C1	24%	22%	21%	2%	0	1%	2%	-3%	-2%
CCc1[nH]nc(C(=O)N2CCCC(CNS(=O)(=O)c3cccs3)C2)c1C (centres undefined)	1%	-5%	9%	5%	5	2%	-13%	u	5%
N#CCc1c(C#N)c(N)nc(N2CCN(S(=O)(=O)c3ccccc3)CC2)c1C#N	0%	0%	-10%	0%	-18	-1%	-12%	2%	-5%
CC1CCCN(C(=O)COC(=O)/C=C/c2ccc(C(F)(F)F)cc2)C1 (centres undefined)	-1%	x	-2%	1%	16	5%	-6%	7%	-3%
OC1C2CN3CCN(C2)CC1(Cc1ccccc1)C3 (centres undefined)	14%	-13%	13%	2%	2	2%	0%	20%	1%
CCN1CCc2c(sc(NC(=O)Cc3ccccc3)c2C(=O)OC)C1	-14%	-27%	-10%	-15%	u	7%	-1%	-6%	-3%
COC(=O)C1=CN(C)C=C(C(=O)OC)C1c1ccsc1	10%	0%	12%	-8%	-4	-11%	1%	-14%	3%
C=CCn1c(CCNC(=O)c2ccccc2F)nnc1SCc1nc2ccccc2c(=O)[nH]1	u	-14%	-14%[9.24 µM]	-1%	0	1%	-16%	2%	-10%
Cc1ccc(O)c(N)c1	-29%	12%	u	0%	-12	u	-6%	2%	u
CC(=O)N1N=C(c2ccco2)CC1c1ccc(C)cc1 (centres undefined)	2%	1%	-2%	5%	5	-2%	-16%[57.1 µM]	-12%	-2%
CC(=O)c1ccc(N2CCN(C(=O)c3cc4c(s3)CCCC4)CC2)cc1	-7%	3%[11.3 µM]	-14%	u	-5	0%	-5%	-19%	-1%
CC(=O)Nc1ccc(S(=O)(=O)Oc2ccccc2N2C(=O)C3C4CCC(C4)C3C2=O)cc1 (centres undefined)	-11%	69%[activator]	-3%	-15%	0	16%	-1%	4%	0%
Cc1nnc(NC(=O)CCC2CCCCC2)s1	0%	x	8%	u	12	x	4%	-4%	x
O=C1CCCN1CCCNS(=O)(=O)c1ccc(Br)cc1	21%	-16%[11.3 µM]	11%	3%	-4	-4%	-14%	0%	-13%
CC1=C(C(=O)N(C)C)CC(CC(=O)NCC2CCCCC2)C(=O)N1CCCN1CCCC1=O (centres undefined)	11%	10%	8%	6%	15	x	-5%	0%	x
COc1ccc(OC)c2nc3c(C(=O)NCCN(C)C)cccc3nc12	21µM*	u	u	u	-100*	u	13µM*	21µM*	u
CCCCn1nc(NC(=O)c2cccs2)c2cc3ccccc3nc21	u	4%	u	u	-94*	u	-7%	26µM*	u
CCOc1ccc(NC(=O)CN(C)C(=O)C2=COCCO2)cc1OCC	0%	5%	-4%	-4%	6	-27%	-11%	2%	u
C[C@H](CO)N1C[C@H](C)[C@@H](CN(C)C(=O)NC2CCCCC2)Oc2ccc(NC(=O)NC3CCCCC3)cc2C1=O	7%	5%	10%	1%	-5	-13%	3%	-2%	-1%
Cc1onc(-c2ccccc2)c1C(=O)NC(C)C1CCCO1 (centres undefined)	-9%	7%	11%[9.24 µM]	14%	-4	14%	-7%	2%	-2%
Cc1cccn2c(=O)c3cc(C(=O)NCCc4ccccc4)c(=N)n(Cc4ccco4)c3nc12	5.2µM*	u	6.5µM*	-13%	4	13µM*	-20%[11.6 µM]	u	6.5µM*
O=C(Nc1sc2c(c1C(=O)O)CCCC2)c1cccs1	-11%	x	-8%	u	8	4%	-12%	-41%	-5%
COC(=O)c1nccnc1N	10%	9%	7%	6%	9	-1%	6%	2%	1%
O=C(Cc1c(F)cccc1Cl)OCC(=O)c1ccc[nH]1	-4%	21%	-1%	0%	-6	-1%	-27%	10%	-4%
C[C@H](N)C(=O)OCc1ccc([N+](=O)[O-])cc1	7%	x	11%	6%	-2	0%	-4%	7%	u
CC(C)(C)c1nc2ccc(Cl)cn2c1CC1CCCCC1	6%	-1%	3%	-1%	30	x	-10%	-23%	x
COC(=O)CC(NS(=O)(=O)c1cccs1)c1ccccc1Cl (centres undefined)	3%	-2%	1%	-1%	1	7%	2%	0%	-3%
COCc1nnc(NC(=O)c2ccc(S(=O)(=O)N(C)C3CCCCC3)cc2)o1	u	-22%	u	u	25	20%	-3%	-16%	21%
Cc1cnc(Sc2ncccc2[N+](=O)[O-])nc1	-2%	-9%	-3%	6%	-24	2%	1%	-16%	-2%
COC(=O)c1ccccc1NC(=O)N1CCN(c2ccccc2F)CC1	14%	3%	-1%	2%	-9	7%	-15%	-9%	6%
CC(=O)N/C(=C\c1ccccc1)C(=O)OCc1cc(C)ccc1C	15%	2%	11%	0%	4	2%	-27%	0%	-5%
O=C(CSc1ccc(-c2cccs2)nn1)Nc1ccccc1	-6%	-8%	-12%	-17%	-15	16%	-12%	12µM*	-2%
O=C(CN(Cc1ccco1)C(=O)CNS(=O)(=O)c1ccccc1)NCc1ccc(F)cc1	5%	12%	2%	6%	-14	2%	1%	-20%	0%
CN(C)NC1CC(=O)N(c2ccccc2)C1=O (centres undefined)	-1%	-1%	-3%	10%	18	0%	-11%	-2%	-45%[inhibitor]
O=C(Cc1ccc(Br)cc1)Nc1cccc(-c2cn3c(n2)SCC3)c1	u	-12%	-13%	u	-76*	u	-10%	8.2µM*	u
Cc1noc(C)c1NC(=O)Nc1cccc2c1O[C@H](CN(C)C(=O)Nc1ccc(C(F)(F)F)cc1)[C@@H](C)CN([C@H](C)CO)C2=O	2%	-11%	6%	4%	-6	-4%	5%	7%	14%
COC(=O)c1ccccc1NC(=O)CSc1nc2ccsc2c(=O)n1CCCCC(=O)O	-3%	x	-1%	-3%	9	x	4%	9%	x
O=C(CNC(=O)Cc1ccccc1)NCC(=O)OCC(=O)c1ccc(Cl)cc1	5%	3%	3%	-6%	-7	-2%	9%	0%	69%
CC(C)(C)NC(=O)COC(=O)/C=C/c1ccccc1[N+](=O)[O-]	5%	-6%	6%	2%	u	-2%	6%	2%	0%
O=C(COc1ccc2ccccc2c1)NCCNC(=O)COc1ccc2ccccc2c1	-5%	-1%	-9%	9%	13	-17%	-16%[57.1 µM]	-15%	10%
COc1ccc(NC(=O)c2ccccc2NC(=O)CSc2ccc(C)cc2)cc1	-16%	0%	2%	-4%	17	u	-5%	-10%	u
CCCCC(=O)Nc1c2c(nn1-c1ccc(C)cc1)CS(=O)(=O)C2	3%	-2%	-12%	0%	-2	-3%	2%	0%	-7%
Cc1sc2nc(CN(Cc3ccccc3)C(=O)NC3CCCCC3)[nH]c(=O)c2c1C	u	-7%	u	2%	u	-7%	-16%	0%	-2%
COc1ccc(C(=O)CN2CCN(c3cc(C)nc4ccccc34)CC2)cc1	-1%	-31%	-3%	-9%	0	-1%	12%	2%	-5%
CC1CCCCN1c1ncnc(N)c1[N+](=O)[O-] (centres undefined)	1%	u	-18%	-9%	-78*	-7%	-11%	-9%	0%
Cc1ccc(Nc2cc(=O)n(C3CCCCC3)c(=O)[nH]2)cc1C	-3%	-20%	0%	-3%	-20	u	-2%	-10%	2%
CC(C)C(=O)Nc1ccc(N2CCN(S(C)(=O)=O)CC2)cc1	19%	4%	9%	-8%	16	-3%	7%	18%	-5%
COc1ccccc1CNC(=O)COC(=O)c1sc(C)nc1C	-2%	x	-1%	-2%	13	0%	6%	-13%	2%
CCC(C)NCCCCOc1cc(C)cc(C(C)C)c1 (centres undefined)	u	-22%	u	-6%	-12	0%	8%	u	u
CC(N)c1csc(Nc2ccc(C(=O)c3ccccc3)cc2)n1 (centres undefined)	-29%	-10%	u	0%	-52*	x	-2%	-25%	x
COc1cccc(C(=O)NC(=S)Nc2ccc(Cl)cc2C(=O)O)c1	1%	-3%	11%	6%	26	-9%	8%	4%	1%
CCOc1cc2[nH]c(=S)n(CCCC(=O)NCc3ccco3)c(=O)c2cc1OCC	29%	3%	6%	0%	-3	12%	-9%	-6%	-6%
O=C(CCCC(=O)c1ccc(O)cc1)c1ccc(O)cc1	1%	91%[activator]	1%	-11%	2	-4%	-7%	-13%	u
O=C(Cc1ccccc1)N1CCN(c2ccccc2F)CC1	9%	-1%	15%	19%	-12	-1%	-1%	0%	-37%[inhibitor]
CC(=O)CSc1nc2nccnc2[nH]1	8%	x	-3%	9%	15	x	12%	26%	x
CCOc1ccccc1CN(Cc1ccco1)S(=O)(=O)c1ccc(-n2cnnn2)c(OC)c1	u	-25%	u	u	-6	u	-10%	u	8.2µM*

Taken from above.
CC(=O)N/C(=C\c1ccccc1)C(=O)OCc1cc(C)ccc1C @ KB-V1 cytotox: 0%
O=C(COc1ccc2ccccc2c1)NCCNC(=O)COc1ccc2ccccc2c1 @ KB-3-1 cytotox: 9%
